Large T inhibition – SV40 large T antigen inhibitors, biochemical (AID 1903); SV40 large T antigen ATPase/helicase inhibition assay; higher % means a stronger effect; inhibition, % at 20 µM; hits with a dose series show IC50 in µM; actives 0.39% (n = 310,000); in the data active = a potency from the dose series; inconclusive = inhibition mostly from about 32% at the one dose, without a potency; inactive = the rest, 99 in 100 with inhibition below about 32%; also: strong numbers were not always called active
West Nile antiviral – inhibition of WNV-induced cytopathic effect – cell-based, CPE readout (AID 1621) | CPE inhibition, % at 10 µM; hits with a dose series show IC50 in µM | actives 0.02% (n = 290,000) | West Nile virus-infected cells, CPE inhibition; higher % means a stronger effect; in the data active = a potency from the dose series; inconclusive = CPE inhibition mostly from about 3.7% at the one dose, without a potency; inactive = the rest, 99 in 100 with CPE inhibition below about 2.2%; also: strong numbers were not always called active
human PMI inhibitors – MPI inhibition at elevated mannose 6-phosphate – biochemical, fluorescence intensity, high mannose 6-phosphate, primary screen (AID 1220); actives 0.66% (n = 190,000); inhibition, % at 20 µM, or IC50 in µM where a hit was titrated; recombinant PMI enzyme, coupled fluorescence intensity; higher % means a stronger effect
RSV antiviral HEp-2 – inhibition of RSV-induced cytopathic effect – HEp-2 cells, primary 10 µM value included (AID 2391); actives 0.13% (n = 310,000); HEp-2 cells, RSV-induced CPE inhibition; higher % means a stronger effect; CPE inhibition, % at 10 µM, or IC50 in µM where a hit was titrated; in the data active = a potency from the dose series; inconclusive = CPE inhibition mostly from about 23% at the one dose, without a potency; inactive = the rest, 99 in 100 with CPE inhibition below about 21%; also: strong numbers were not always called active
Insulin prom up – MIN6 insulin promoter up-regulation; MIN6 insulin promoter-GFP reporter, high-content imaging; active compounds read high; z-score at 5 µM; actives 0.3% (n = 190,000);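 active = z-score above 3 at 5 µM with at least 500 cells counted in the well; inconclusive = wells under 500 cells, flagged as cytotoxic or low count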
TNAP activation fold – human TNAP enzyme activators, primary screen, biochemical, luminescent, no phosphate acceptor, uHTS (AID 1001); purified TNAP, luminescent activation assay, no phosphate acceptor; higher activation fold means a stronger effect; activation fold at 20 µM, or EC50 in µM where a hit was titrated; actives 0.03% (n = 200,000); in the data active = activation fold from about 3, or a potency from the dose series; inactive = the rest, 99 in 100 with activation fold below about 1.6; also: many of its hits are not listed in these tables
Salmonella PhoP GFP – inhibitors of PhoP regulon expression, primary screen, Salmonella Typhimurium, GFP reporter (AID 1863) | inhibition, % at 50 µM, or IC50 in µM where a hit was titrated | S. Typhimurium PhoP-regulated promoter GFP reporter, 4 h; higher % means a stronger effect | actives 0.16% (n = 300,000);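 active = inhibition over 29.93%, a cutoff 3 SD above the screen mean, later confirmed by dose response; inconclusive = inhibition over 29.93% but no dose response follow-up; inactive = inhibition at most 29.93% or unconfirmed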;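 also: 0% = low Mg2+ inducing control and 100% = high Mg2+ repressing control; strong numbers were not always called active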
human PMI inhibition – MPI enzyme activity inhibition – biochemical, fluorescence intensity, coupled assay, primary screen (AID 1209). purified PMI enzyme, coupled fluorescence intensity; higher % means a stronger effect. one-dose inhibition, % at 20 µM; IC50 in µM for titrated hits. actives 0.42% (n = 190,000);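 also: plate controls were DMSO vehicle for no effect and wells lacking substrate for full effect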
CSM14.1 death rescue – rescue of cells from ER stress-induced death, primary screen, 384-well, CSM14.1, thapsigargin, ATP luminescence (AID 1222); 190,000 tested, under 10 active; CSM14.1 thapsigargin-induced death rescue, ATP luminescence; higher % means a stronger effect; one-dose cellular ATP content (survival), % at 20 µM; EC50 in µM for titrated hits;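 active = EC50 below 50 µM in the dose-response confirmation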;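 also: death triggered by thapsigargin at about 15 µM added after 2 h compound pretreatment; cell ATP read after overnight thapsigargin exposure of roughly 18 to 22 hours; normalized against plate controls of thapsigargin alone and 5% DMSO vehicle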
Insulin prom up cell count – recorded beside Insulin prom up, whose call it bears; cell count; measured here: cytotoxicity, nuclei count;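 total cells summed across four imaged fields per well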
Active calls of the source: *; ? = inconclusive; · = not tested or not shown. Rule as the data show it, unless noted: active = inhibition above about 50%; inactive = the rest.

SMILES	Large T inhibition	West Nile antiviral	human PMI inhibitors	RSV antiviral HEp-2	Insulin prom up	Insulin prom up cell count	TNAP activation fold	Salmonella PhoP GFP	human PMI inhibition	CSM14.1 death rescue
CSc1nnc2c(n1)OC(c1cccn1C)N(C(C)=O)c1ccccc1-2 (centres undefined)	15.3%	-0.2%	-18.4%	1.1%	0.3	1713	1	-5.6%	-17.8%	-0.4%
COc1ccc(C(=O)NCCSCc2cccc(Cl)c2)cc1OC	12.7%	-1.0%	·	17.4%	·	·	·	-6.2%	·	·
Cc1cccc(N2CCN(C(=O)c3ccc(NS(=O)(=O)c4ccc5[nH]c(=O)[nH]c5c4)cc3)CC2)c1C	10.9%	0.0%	·	12.7%	·	·	·	1.0%	·	·
C/C(Cl)=C\Cn1c(Nc2ccc(C)cc2)nc2c1c(=O)n(C)c(=O)n2C	7.5%	-0.2%	0.8%	0.0%	0.86	1214	1.1	2.3%	8.0%	-2.5%
COc1ccc(CN(C)S(=O)(=O)c2nnc(NC(=O)c3ccccc3)s2)cc1OC	6.4%	-0.6%	·	12.7%	·	·	·	-0.2%	·	·
Cc1nc2ccccc2nc(C)c1=NOCC(=O)N(c1ccccc1)C(C)C	7.5%	-0.7%	4.5%	-2.3%	0.2	1336	1.1	-4.6%	7.2%	1.6%
O=C1NCCCC1C(=O)N/N=C/c1cccc(O)c1 (centres undefined)	17.8%	1.4%	-0.7%	0.4%	-0.08	1405	1.1	-0.6%	0.3%	0.1%
Cn1c(=O)c2c(ncn2Cc2ccc(Cl)cc2)n(C)c1=O	14.1%	-0.9%	3.7%	-0.5%	·	·	1.1	4.5%	-4.1%	-1.4%
COC(=O)CNC(=O)COC(=O)c1cc(SC)ccc1Cl	8.5%	-0.4%	-7.3%	-0.2%	-0.3	1304	1.1	-2.0%	-2.4%	-0.3%
CCNc1ccc(C(=O)OCC(=O)NCc2ccccc2Cl)cc1[N+](=O)[O-]	26.7%	-0.3%	-5.2%	2.4%	0.66	1538	1	-8.8%	8.7%	-1.6%
N#Cc1ccccc1NC(=O)CSc1nnc(-c2ccccc2O)n1-c1ccccc1	14.8%	-0.2%	5.6%	1.3%	-0.38	1266	1	3.8%	5.7%	-0.4%
CC(C)NC(=O)c1ccccc1NC(=O)Cc1ccc(Cl)cc1	0.8%	-0.2%	-7.2%	3.6%	-0.52	1611	1.1	5.7%	-2.6%	-0.2%
O=C(c1csc2ccccc12)n1cccn1	5.4%	·	2.2%	0.5%	·	·	1.1	-2.2%	5.7%	-1.9%
O=C(O/N=C1\CCS(=O)(=O)c2sccc21)c1c(F)cccc1F	3.3%	1.0%	-5.8%	4.4%	1.37	1344	1	4.7%	-5.5%	-1.8%
C1=C2C[N+]3(CCCC3)CC2Cc2ccc3ccccc3c21 (centres undefined)	5.9%	2.7%	4.6%	·	-0.47	988	1.3	18.2%	10.7%	-1.3%
O=C(O)c1cc(-n2nnnc2SCc2ccccc2F)ccc1Cl	4.2%	0.5%	3.3%	1.6%	0.15	1447	1	1.4%	6.5%	-0.9%
CCS(=O)(=O)c1ccc2c(c1)N(S(=O)(=O)c1ccc(Cl)cc1)CC(C(=O)O)O2 (centres undefined)	4.3%	0.1%	3.3%	0.6%	0.52	1652	1.1	3.5%	-3.9%	-0.4%
CSc1nc2sc3c(c2c2nncn12)CCC3	9.9%	-0.6%	-3.5%	8.3%	·	·	1.1	10.7%	8.4%	0.0%
CCc1ccc2c(c1)cc(CN(C(=S)Nc1ccc(Cl)cc1)C1CC1)c1nnnn12	1.8%	0.0%	20.6%	0.7%	0.54	1741	1	9.5%	21.0%	-3.1%
CN(C)S(=O)(=O)c1cc(NC(=O)COC(=O)Cc2ccc(Cl)cc2Cl)ccc1Cl	-1.3%	-0.6%	10.0%	2.2%	0.41	1309	1.2	12.8%	8.3%	-0.3%
COC(=O)c1cccc(NC(=S)Nc2cccc(Cl)c2C)c1	1.7%	-0.2%	-7.3%	0.6%	0.3	1445	1.2	1.5%	-0.7%	1.1%
CCOC(=O)c1sc(NC(=O)C(C)Sc2nc(N)cc(=O)[nH]2)nc1C (centres undefined)	7.2%	0.2%	2.3%	3.4%	0.01	1124	1.1	5.4%	-3.8%	-0.5%
Nc1nc(SCC(=O)N2CCCCCC2)[nH]c(=O)c1NC(=O)c1ccco1	1.1%	0.2%	-1.3%	-0.2%	0.18	1384	1.2	-8.0%	6.4%	-0.5%
COc1cccc(C(=O)OCC(=O)NCCCc2ccccc2)c1	10.4%	-0.6%	·	0.4%	·	·	·	1.1%	·	·
Cc1cc(=O)[nH]c(SCCc2ccccc2)n1	20.6%	-0.5%	·	-3.0%	·	·	·	8.1%	·	·
Fc1ccc(-n2c(=S)[nH]c3cccnc32)cc1	3.9%	0.0%	·	-0.4%	·	·	·	3.0%	·	·
CC(=O)Nc1ccc(NC(=O)CSc2nc3nc(-c4cccs4)cc(C(F)(F)F)c3c(=O)[nH]2)cc1	17.5%	1.0%	·	0.7%	0.02	956	·	-4.3%	·	·
Cc1nn(-c2ccc(F)cc2F)c(=O)c2noc(C)c12	0.9%	0.3%	·	·	0.14	1304	·	-13.0%	·	·
Cc1c(O)ccc2c(CN(C)Cc3ccccc3)cc(=O)oc12	27.5%	0.0%	·	2.8%	-0.5	1120	·	-6.2%	·	·
C=CCNC(=O)C12CCC(C)(C(=O)[C@H]1Br)C2(C)C (some centres undefined)	13.7%	0.6%	·	2.8%	0.2	969	·	-7.7%	·	·
COc1ccc(/C=C/C(=O)N(C)C2CCCCC2)cc1Br	4.3%	-0.9%	14.5%	?	-0.31	1470	1	6.3%	13.1%	-1.8%
COC(=O)C1=C(C)NC(=O)/C1=C\c1cc(C)n(-c2cc(C)cc(C)c2)c1C	1.2%	0.2%	-72.2%	15.4%	·	·	1.1	-5.8%	-40.2%	3.1%
Cc1cc2ccccn2c1C(=O)c1ccccc1F	-0.1%	0.9%	·	1.9%	·	·	·	5.9%	·	·
C/C(=C\c1ccccc1)C(=O)Nc1nccs1	-3.9%	-1.2%	5.9%	·	·	·	1	1.1%	3.8%	0.1%
CC[C@H](C)[C@@H]1NC(=O)c2cc([N+](=O)[O-])cc(F)c2NCCCC[C@@H](C(N)=O)NC(=O)[C@H](CCCCN)NC1=O	14.2%	0.4%	8.9%	1.3%	-0.21	1273	1	2.4%	-4.1%	-3.0%
CSCCC(NS(=O)(=O)c1ccc2c(c1)Cc1cc(S(=O)(=O)NC(CCSC)C(=O)O)ccc1-2)C(=O)O (centres undefined)	3.0%	0.6%	·	1.4%	·	·	·	2.6%	·	·
CN(C)S(=O)(=O)c1ccc(NC(=O)c2cc(-c3cccs3)nc3ccccc23)cc1	12.1%	0.6%	4.1%	3.3%	?	·	1.1	-2.4%	7.4%	-3.3%
O=C(Nc1nnc(C2=COCCO2)o1)c1cccc(Br)c1	23.2%	0.8%	·	0.3%	·	·	·	3.9%	·	·
Nc1nonc1-n1nnc(C(=O)N/N=C/c2ccccc2Cl)c1CSc1ccccc1	7.3%	42.7%	·	5.5%	0.85	1138	·	-6.5%	·	·
O=C(c1ccc(Cl)nc1)N1CCN(C/C=C/c2ccccc2)CC1	7.5%	-1.5%	6.9%	17.4%	0.06	1266	1.1	-9.5%	-2.9%	·

Compound profiles (already shown). Values in the order: Large T inhibition | West Nile antiviral | human PMI inhibitors | RSV antiviral HEp-2 | Insulin prom up | Insulin prom up cell count | TNAP activation fold | Salmonella PhoP GFP | human PMI inhibition | CSM14.1 death rescue
Results for O=C(c1ccc(Cl)nc1)N1CCN(C/C=C/c2ccccc2)CC1 = 7.5% | -1.5% | 6.9% | 17.4% | 0.06 | 1266 | 1.1 | -9.5% | -2.9% | ·
Results for Cc1c(O)ccc2c(CN(C)Cc3ccccc3)cc(=O)oc12 = 27.5% | 0.0% | · | 2.8% | -0.5 | 1120 | · | -6.2% | · | ·

(more compounds)
SMILES	Large T inhibition	West Nile antiviral	human PMI inhibitors	RSV antiviral HEp-2	Insulin prom up	Insulin prom up cell count	TNAP activation fold	Salmonella PhoP GFP	human PMI inhibition	CSM14.1 death rescue
CCCc1nnc(SCC(=O)Nc2ccc(OC)cc2)n1N	24.8%	-0.1%	7.7%	-0.2%	0.13	1308	1.1	-2.6%	10.3%	-1.2%
O=C(c1ccncc1)N1CCN(c2ccc(F)cc2)CC1	9.1%	0.0%	12.2%	1.3%	0.21	746	1	-1.2%	12.7%	3.6%
CC(C)(C)c1ccc(/C=C(\C#N)C(=O)NCCN2CCOCC2)cc1	4.7%	-0.3%	11.3%	2.4%	0.16	1423	1	5.7%	11.3%	-2.2%
CCCCCc1cc(=O)oc2c(C(CCN3CCCC(C)C3)c3ccc(OC)cc3)c(OC)cc(OC)c12 (centres undefined)	0.6%	-2.3%	·	-3.8%	-3.09	767	·	-6.0%	·	·
O=C(O)C1Cc2ccccc2CN1C(=O)COc1ccc(Cl)cc1 (centres undefined)	22.2%	0.3%	29.2%	-1.7%	·	·	1.2	-7.8%	-0.1%	-1.8%
O=C(CNS(=O)(=O)c1cccc(Br)c1)NCCCc1ccccc1	-6.0%	-0.4%	·	5.9%	·	·	·	5.1%	·	·
CCCCc1c(C)[nH]c2nc3ccccc3n2c1=O	3.7%	0.0%	·	1.8%	·	·	·	-0.5%	·	·
O=C(c1ccc(Cl)c(S(=O)(=O)N2CCOCC2)c1)N1CCCC1	2.3%	-0.1%	·	0.8%	·	·	·	8.4%	·	·
O=C(N/N=C/c1ccc(OC(F)F)cc1)c1ccc(CSc2nc3ccccc3[nH]2)cc1	0.1%	-0.5%	-3.3%	0.9%	0.01	1432	1.1	6.4%	9.5%	-0.9%
COc1cccc(/C=N/n2c(N)c(S(=O)(=O)c3cccs3)c3nc4ccccc4nc32)c1	0.1%	0.3%	-3.0%	2.9%	-1.68	525	1.1	5.0%	4.0%	-0.7%
COc1cc2[nH]c(=S)nc(NCCc3ccc(S(N)(=O)=O)cc3)c2cc1OC	21.1%	-0.3%	1.9%	1.5%	0.27	1672	0.9	0.2%	4.3%	-0.1%
CC1CCCCC1NC(=O)CN1C(=O)NC(C)(c2ccc(OC(F)F)cc2)C1=O (centres undefined)	3.9%	0.0%	6.0%	-0.1%	-0.29	947	1.1	-6.6%	7.7%	-1.3%
N#Cc1c(NC(=O)CCCN2C(=O)c3ccccc3C2=O)oc(-c2ccccc2)c1-c1ccccc1	6.1%	-0.3%	10.6%	1.9%	·	·	1	10.0%	11.8%	-1.3%
O=C(Cc1ccccc1)Nc1nc2ccccc2[nH]1	2.8%	-0.1%	6.6%	0.2%	0.38	1534	1.2	0.8%	10.5%	-1.1%
CCC(=O)Nc1sc(C(=O)Nc2ccccc2F)c(C)c1C(=O)OC	·	-1.1%	·	0.1%	0.69	1465	1.1	·	·	-0.4%
C=CCn1c(SCc2ccc(Cl)cc2)nc2cc(C(=O)N3CCC(C(N)=O)CC3)ccc2c1=O	15.0%	-0.9%	0.9%	5.9%	-1.17	1280	1	-7.0%	1.6%	1.9%
COC(=O)C1N[C@@H]([C@@H](NC(=O)COc2ccccc2)C(=O)NC2CC2)SC1(C)C (some centres undefined)	11.4%	-0.3%	·	1.7%	·	·	·	-5.1%	·	·
